Bioassay records as filed in PubChem BioAssay.
M4 antag: antagonists of human muscarinic M4 receptor (CHRM4). P08173. CHO-hM4 cells, ACh EC80, Fluo-8 calcium fluorescence. inhibition, % at 3 µM. 360,000 compounds, 0.73% hits. AID 624125;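 active = inhibition above its plate's cutoff, the mean inhibition of sample wells plus 3 SD, cut at about 27% in these data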;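 also: 0% = acetylcholine EC80 with DMSO and 100% = DMSO without agonist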
CRFBP-R2 block: blocks CRF-induced signaling of the CRF-BP/CRF-R2 complex; HEK293 CRF-R2/CRF-BP, CRF-induced calcium fluorescence; 350,000 compounds, 0.59% hits; AID 588475; inhibition, % at 11.8 µM;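 active = inhibition of the ligand-induced calcium signal above about 50% at the single tested concentration, limit read from the data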
CHRM4 agonist: CHRM4 agonism in calcium assay. P08173. CHO-K1 hM4/Gqi5, Fluo-8 calcium fluorescence; vehicle 0%, full acetylcholine response 100%. activation, % at 3 µM. 360,000 compounds, 0.14% hits. AID 624127;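 active = activation above the run mean over all test wells plus 3 SD, cut at about 32% in these data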;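 also: peak over basal fluorescence ratio per well then scaled between controls; 0% = DMSO wells and 100% = acetylcholine at EC100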
M4 PAM: CHRM4 positive allosteric modulation | P08173 | CHO-K1 hM4/Gqi5, Fluo-8 calcium fluorescence, ACh EC20; 0% = ACh EC20, 100% = maximal ACh | activation, % at 3 µM | 360,000 compounds, 0.4% hits;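 active = activation above its plate's cutoff, the mean activation of sample wells plus 3 SD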; also: some results filed as inactive read as strong as hits
IDE inh: inhibits human insulin-degrading enzyme in HEK cells; FAbetaB cleavage, fluorescence polarization; inhibition, % at 5.59 µM; 320,000 compounds, 0.41% hits; AID 434962;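 active = percent inhibition above the average of all tested compounds plus 3 SD, set per screening campaign, cut at about 16% in these data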;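 also: IDE supplied by intact live HEK cells; FP after avidin binding of uncleaved biotin substrate so inhibition keeps polarization high; 0% = DMSO wells and 100% = 60 µM reference IDE inhibitor Ii1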
Target sequence (P14735 whole entry, looked up): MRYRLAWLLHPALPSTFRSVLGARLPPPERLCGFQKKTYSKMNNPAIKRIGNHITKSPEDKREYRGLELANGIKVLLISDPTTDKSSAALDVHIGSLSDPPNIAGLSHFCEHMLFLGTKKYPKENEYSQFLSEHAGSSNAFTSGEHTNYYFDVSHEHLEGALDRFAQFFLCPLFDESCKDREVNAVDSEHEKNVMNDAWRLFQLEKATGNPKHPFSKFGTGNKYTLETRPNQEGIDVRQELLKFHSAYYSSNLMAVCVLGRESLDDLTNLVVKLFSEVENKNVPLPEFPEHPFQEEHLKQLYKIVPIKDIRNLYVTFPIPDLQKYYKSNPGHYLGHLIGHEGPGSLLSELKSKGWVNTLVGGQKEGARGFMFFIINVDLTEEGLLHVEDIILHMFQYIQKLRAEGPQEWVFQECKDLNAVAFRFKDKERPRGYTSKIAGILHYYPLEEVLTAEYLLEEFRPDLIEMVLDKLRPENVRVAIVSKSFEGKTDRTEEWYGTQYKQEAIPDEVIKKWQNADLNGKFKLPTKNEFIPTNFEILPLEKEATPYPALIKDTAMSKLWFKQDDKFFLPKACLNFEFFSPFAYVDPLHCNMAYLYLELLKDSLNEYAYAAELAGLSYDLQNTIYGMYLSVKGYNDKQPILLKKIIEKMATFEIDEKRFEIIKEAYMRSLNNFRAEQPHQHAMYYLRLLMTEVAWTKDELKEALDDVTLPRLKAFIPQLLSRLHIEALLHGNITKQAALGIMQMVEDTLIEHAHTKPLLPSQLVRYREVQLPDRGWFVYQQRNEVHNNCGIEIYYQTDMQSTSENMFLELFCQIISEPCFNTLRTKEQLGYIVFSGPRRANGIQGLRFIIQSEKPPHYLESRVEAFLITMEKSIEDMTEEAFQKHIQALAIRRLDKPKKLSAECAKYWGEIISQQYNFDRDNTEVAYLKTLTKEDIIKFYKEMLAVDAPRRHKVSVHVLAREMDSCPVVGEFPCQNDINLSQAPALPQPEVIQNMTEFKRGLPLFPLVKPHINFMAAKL
CHRM5 PAM: positive allosteric modulators of human muscarinic M5 receptor | CHO-K1 hM5, Fluo-8 calcium, ACh EC20 PAM; 0% = ACh EC20, 100% = ACh EC100 | AID 624038 | activation, % at 3 µM | P08912 | 360,000 compounds, 0.3% hits;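 active = activation above the run cutoff, the mean activation of all test compounds plus 3 SD, cut at about 18% in these data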
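System – CHO-K1 hM5 cells · Compound – 3 µM, single dose · Incubation – compound preincubation 140 s before EC20 acetylcholine addition · Technique – Fluo-8 calcium fluorescence · Measure – Max/basal fluorescence ratio as % of EC20–EC100 ACh window · Benchmarks – low control EC20 acetylcholine (0%), high control EC100 acetylcholine (100%) · Replication – singlicate, one well per test compound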
CRFR2-BP ag: agonists of human CRF-binding protein/CRF-R2 receptor complex; activation, % at 13.2 µM; 350,000 compounds, 0.46% hits; HEK293 CRF-R2/CRF-BP, calcium dye fluorescence (FLIPR); percent of saturating CRF peptide response;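 active = activation of at least 50%, plus an integration ratio under a set limit after plate pattern correction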;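 also: plate controls were neutral control wells without compound for no effect and CRF at EC100 for full effect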
CHRM5 antagonist: antagonists of human muscarinic M5 receptor (CHRM5). P08912. CHO-hM5 cells, Fluo-8 calcium fluorescence, ACh EC80. inhibition, % at 3 µM. 360,000 compounds, 0.59% hits. AID 624040;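 active = inhibition above a per-plate cutoff, the mean of that plate's test compounds plus 3 SD, cut at about 27% in these data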;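 also: 0% = acetylcholine EC80 with DMSO and 100% = DMSO without agonist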
M5 ag: agonists of human muscarinic M5 receptor (CHRM5) | 360,000 compounds, 0.19% hits | activation, % at 3 µM | AID 624037 | CHO-K1 hM5 cells, Fluo-8 calcium fluorescence; 0% DMSO wells, 100% maximal acetylcholine response | P08912;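 active = activation above the run's mean over test compounds plus 3 SD, cut at about 23% in these data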;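 also: signal is peak over basal fluorescence ratio across the kinetic read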
Active calls of the source: *; · = no result given.

The first two entries (preview)
Every second line gives: M4 antag, CRFBP-R2 block, CHRM4 agonist, CRFR2-BP ag, M4 PAM, CHRM5 PAM, IDE inh, M5 ag, CHRM5 antagonist
#1 c1csc(C2Nc3cccc4cccc(c34)N2)c1
→ -1, 22, 1, -0.9, 0, -6, -2, -4, 1
#2 CCc1ccc2c(c1)[C@H]1OCC[C@H]1[C@@H](c1cccs1)N2
→ 5, 9, 1, -0.5, 1, 5, 4, -1, 0

This part in full, repeating the preview:
Every second line gives: M4 antag, CRFBP-R2 block, CHRM4 agonist, CRFR2-BP ag, M4 PAM, CHRM5 PAM, IDE inh, M5 ag, CHRM5 antagonist
#1 c1csc(C2Nc3cccc4cccc(c34)N2)c1
→ -1, 22, 1, -0.9, 0, -6, -2, -4, 1
#2 CCc1ccc2c(c1)[C@H]1OCC[C@H]1[C@@H](c1cccs1)N2
→ 5, 9, 1, -0.5, 1, 5, 4, -1, 0
#3 O=C(CN1CCN(C(=O)c2ccccc2)CC1)Nc1cc(S(=O)(=O)N2CCCC2)ccc1Cl
→ -2, 1, 3, -1.0, 10, -3, 0, 1, 7
#4 Cc1c(C)[n+](=O)c(-c2ccc(F)cc2)c(C)n1[O-]
→ 3, -2, 1, -1.2, 9, 5, -5, 0, 1
#5 CC1CCCCC1NC(=O)COC(=O)CN1C(=O)c2ccccc2C1=O (stereo unspecified)
→ -1, 5, 0, -0.4, 6, -2, 4, 0, -2
#6 CN(CC1CCCO1)S(=O)(=O)c1ccc(C(=O)Nc2ccc(F)cc2)cc1 (stereo unspecified)
→ -7, -4, 9, -0.1, -2, -5, 0, -1, 10
#7 NC(=O)CN1CCN(c2nc(-c3ccc(F)cc3)cs2)CC1
→ -11, 13, 2, 1.0, -5, 2, 4, -3, -7
#8 CC(=O)c1cccc(NC(=S)NC(=O)c2ccccc2Cl)c1
→ 6, 1, 1, -4.4, 13, 0, 1, -3, 7
#9 O=C(Cc1ccc(Cl)cc1)Nc1ccc(Br)cn1
→ 2, -1, 1, -4.0, 1, -6, -2, -6, 3
#10 Cc1cc(O)c(C=Nc2ccc(Cl)cn2)c(=O)o1
→ 10, -17, 1, 3.9, 19, 2, -6, 1, 13
#11 N#Cc1ccc(NC(=O)COC(=O)c2cccc(S(=O)(=O)N3CCCC3)c2)cc1
→ -13, 19, 6, 2.8, -1, -8, ·, 2, 14
#12 CCc1nnc(NC(=O)c2ccc3ncsc3c2)s1
→ 9, -9, 1, -1.1, -5, 4, -1, 2, -7
#13 Cc1cccc(-n2ncc3c(Nc4ccc(F)cc4)ncnc32)c1
→ 0, -19, 2, 3.4, -2, -10, 4, 0, 7
#14 O=S(=O)(c1ccccc1C(F)(F)F)N1CCOCC1
→ -1, 1, 1, -0.9, 1, -1, -1, -1, 0
#15 COc1ccc(N2CC(C(=O)Nc3nc4ccc(S(C)(=O)=O)cc4s3)CC2=O)cc1 (stereo unspecified)
→ 5, 6, 1, -1.3, 0, 0, 5, -1, 0
#16 Nc1cc(=O)[nH]c(SCC(=O)N2CCCCC2)n1
→ 6, 24, 1, -2.4, 4, 12, 1, 3, -13
#17 NS(=O)(=O)c1ccc(NCc2cc(Cl)ccc2OCc2ccc(F)cc2)cc1
→ 11, -12, 1, 20, -13, -11, -1, -4, 8
#18 O=c1oc2ccccc2cc1C1=Nn2c(nnc2-c2cccnc2)SC1
→ -12, 11, 1, 13, 0, 2, 4, -3, 1
#19 Cc1nc(-c2c(-c3ccc(O)cc3O)noc2C(F)(F)F)cs1
→ 10, 20, 3, -1.8, -5, -1, 4, -2, 0
#20 Cc1nn(-c2ccccc2)c(C)c1/C=N/NC(=O)c1cnccn1
→ 1, -12, 2, 5.7, -7, 4, 1, 2, 1
#21 Cc1ccccc1Cn1c(NC2CCCC2)nc2c1c(=O)[nH]c(=O)n2C
→ 12, -16, 0, -0.9, -1, 0, 1, 1, 4
#22 O=C(CN1C2CCCC1CC(NC(=O)C1CCCCC1)C2)Nc1ccccc1 (stereo unspecified)
→ -29, -1, 1, -1.6, 7, 7, 6, -5, -12
#23 COC(=O)c1cc(C(=O)NC(C)(C)CC(C)(C)C)cc([N+](=O)[O-])c1
→ -6, -13, -1, 0.8, 2, 3, 6, -9, 11
#24 O=C(c1nc2ncccn2n1)N1CCc2ccccc2C1
→ 1, 7, 1, -2.1, -4, -5, 0, 1, 4
#25 COc1ccc(Cn2c(CO)cnc2SCC(=O)Nc2cc(C)on2)cc1
→ 1, -9, 1, 0.9, 7, 1, 1, -3, 3
#26 COC(=O)c1ccc2c(=O)n(Cc3ccc(C(=O)NC(C)C)cc3)c(=S)[nH]c2c1
→ 3, 2, 0, 0.9, -4, 6, -3, 2, 10
#27 CC1(C)C(=O)N(c2ccccc2F)C(=O)c2ccccc21
→ 2, 16, 0, -1.9, -2, 1, -3, -1, -4
#28 CNC(=O)CSc1nc2c(c(=O)n(C)c(=O)n2C)n1Cc1ccc(C)cc1
→ -3, 2, 1, 1.8, 1, -4, -3, 0, 1
#29 Cc1ccc(Cl)cc1N1CCN(C(=O)c2ccc(CS(=O)Cc3ccc(Cl)cc3)o2)CC1 (stereo unspecified)
→ -1, 13, 7, 2.1, -8, -2, 6, -4, 4
#30 O=C(COc1cc(Cl)c(Cl)cc1Cl)Nc1cccc(O)c1
→ -6, -26, 8, 1.1, -10, -5, 2, 1, 9
#31 CC1CC(Nc2ccccc2)c2ccccc2N1C(=O)c1ccncc1 (stereo unspecified)
→ -9, -4, 1, -5.1, 1, -2, 8, 5, 1
#32 Cc1cc2c(c(=O)n1C)C(C(C)C)C(C#N)=C(N)O2 (stereo unspecified)
→ -4, -15, 1, 2.5, 12, -7, 0, -2, 3
#33 CC(=O)c1ccc(-c2cnc3c(NC=O)cc(-c4ccc(C(=O)NC5CC5)cc4)cn23)cc1
→ -12, ·, 2, ·, 5, 0, ·, 2, 4
#34 Cc1ccccc1OCC(=O)OCC(=O)NC1CCCC1
→ -7, 14, 1, -1.4, 1, 0, ·, 0, 0
#35 Cc1ccc(-c2nnn(CC(=O)N(Cc3ccccc3F)C(C(=O)NC3CCCC3)c3ccncc3)n2)o1 (stereo unspecified)
→ 0, 3, 1, -0.5, -6, 8, 4, -10, -5
#36 CCc1nc(-c2ccccc2)c2ccccn12
→ 0, 6, 3, -0.8, 20, 6, -4, 4, 6
#37 Nc1nc(N)nc(-c2ccccc2O)n1
→ 3, -2, 1, -0.7, 11, 3, 5, 2, 0
#38 O=C(Nc1cccc(C(F)(F)F)c1)C1CCCN(S(=O)(=O)c2cnc[nH]2)C1 (stereo unspecified)
→ -2, -19, 1, -1.0, 3, 6, 0, 0, -7
#39 COc1ccc(Cl)cc1NC(=O)C(C)Sc1nnc(C2CC2)n1C1CC1 (stereo unspecified)
→ -10, -2, -1, -3.2, 4, 7, 0, -1, 13
#40 CCn1c(=O)c2cc(C(=O)NCC(OC)OC)sc2c2ccccc21
→ 2, -5, 5, -1.8, -7, -5, 5, -1, 20
#41 C/C(=N\NC(=O)COc1ccc(C(C)(C)C)cc1)c1ccc2c(c1)OCCO2
→ -7, -4, 1, -0.5, 4, -8, -3, -1, 11
#42 CN1CCN(c2ccc(NC(=O)c3ccc(Oc4ccccc4)cc3)cc2)CC1
→ -1, -29, 5, 3.1, -13, -17, 7, -6, 17
#43 CCc1nnc(NC(=O)c2cccc(S(=O)(=O)N3CCCCC3)c2)s1
→ -13, -26, 1, -0.2, 7, -10, 2, -2, 8
#44 Cn1cnnc1SCC(=O)Nc1sccc1C#N
→ -4, 8, 0, -1.3, 4, -4, 2, 3, 5
#45 Cc1ccnc(N2CCCC(C(=O)Nc3cc(F)ccc3C)C2)n1 (stereo unspecified)
→ 3, 2, -1, 0.1, 7, -2, -3, 3, -2
#46 CC(=O)CN1C(=O)NC(c2ccccc2)(c2ccccc2)C1=O
→ 6, -4, 0, -1.4, -3, -9, -5, 0, 17
#47 O=C(Nc1ccc(N2CCOCC2)cc1)c1ccc(-c2ccccc2[N+](=O)[O-])o1
→ -18, -7, 14, -2.2, -14, -10, 3, 0, 0
#48 COc1cc(CC(=O)Nc2cccc(C(F)(F)F)c2)cc(OC)c1OC
→ 3, 22, 2, -3.7, -2, -4, -1, 3, 9
#49 COc1ccc(CC(=O)O/N=C(\N)c2ccncc2)cc1
→ 5, 11, 16, 1.1, -20, -3, -1, 1, 3
#50 CCCc1cc(=O)[nH]c(SCC(=O)Nc2ccccc2C#N)n1
→ -8, 1, -1, -1.0, 14, 3, 0, 0, -3
#51 Cc1cccc(C(=O)N/C(=C/c2ccco2)C(=O)N2CCCCCC2)c1
→ 9, 2, 1, 0.2, 7, 0, 2, -1, -8
#52 N#Cc1c(NC(=O)CSc2ncc(-c3ccccc3)n2CC2CCCO2)sc2c1CCCC2 (stereo unspecified)
→ 14, -70, 1, -1.1, -3, -1, 1, 1, -1
#53 FC(F)C(F)(F)C(F)(F)C(F)(F)c1cc(-c2ccccc2)n[nH]1
→ 12, -22, 1, 1.2, -17, -9, -1, 0, -1
#54 CCOc1ccc(N2CC(C(=O)NCc3ccccn3)CC2=O)cc1 (stereo unspecified)
→ -28, 8, 2, -0.5, 6, -1, -3, -4, -6
#55 COc1ccc(C(=O)C2CCCN(C(=O)c3cnsn3)C2)c(C)c1 (stereo unspecified)
→ -8, -1, 1, -0.2, 4, -5, 8, -2, 8
#56 CC12COC3(C(=O)Nc4ccc(F)cc4)CC1CCC32C (stereo unspecified)
→ 4, 0, 0, -4.1, -2, 0, -8, -2, -1
#57 CC(C)(C)c1nnc2sc(SC/C(O)=C(\C#N)c3nc4ccccc4[nH]3)nn2c1=O
→ -12, 4, 2, 0.7, 5, 2, 4, -2, -2
#58 CCS(=O)c1ccccc1C(=O)O (stereo unspecified)
→ 0, -6, 0, 2.1, -5, -12, -2, -3, 9
#59 Cc1cc(C)n(-c2n[nH]c(C)c2[N+](=O)[O-])n1
→ 0, 6, 1, -1.1, -2, 5, 0, 0, 6
#60 COCCNCCOc1ccc(C)cc1[N+](=O)[O-]
→ 11, 7, 1, -0.5, -10, 1, -2, -3, -10
#61 COc1cc(CN2CCC(CO)(CCOc3ccccc3)CC2)cc(OC)c1
→ -4, -22, 5, 6.6, -14, 9, 2, -11, -6
#62 OC[C@@H]1CN(Cc2cccnc2)C[C@H](n2cnc3c(N4CCN(c5ccccc5)CC4)ncnc32)O1
→ -6, ·, 8, ·, -3, -6, ·, 2, -1
#63 O=C(NCc1ccco1)NCC(F)(F)F
→ 11, 14, 1, -1.9, 1, 7, 1, -1, 5
